Screening results deposited in PubChem BioAssay by several laboratories.
Rin1 Abl inh = human Rin1-Abl interaction inhibition; P00519+Q13671; TR-FRET Rin1/Abl binding, biochemical; inhibition, % at 7.35 µM; 0.4% of 360,000 active; in the data active means inhibition above about 5%, passing the limit was not always enough
MsrA inh = bovine MsrA inhibition | purified bovine MsrA, absorbance read-out | inhibition, % at 15.5 µM | 0.75% of 360,000 active; in the data active means inhibition above about 4.5%;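 further: 0% = vehicle wells with enzyme and 100% = reference inhibitor wells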
FAS TE block = blocks the thioesterase domain of human fatty acid synthase; P49327; recombinant FAS-TE, OMFH fluorogenic substrate, fluorescence endpoint; inhibition, % at 15 µM; 0.67% of 360,000 active; AID 602261;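 active means compounds whose normalised, plate-corrected inhibition of enzyme fluorescence in the single-dose primary screen is 50% or more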;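 further: 0% = DMSO with enzyme and 100% = substrate without enzyme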
SKN-1 block = C. elegans SKN-1 inhibition; C. elegans VP596 Pgst-4::GFP/RFP ratio, acrylamide-induced, 24 h; inhibition, % at 21.8 µM; 0.49% of 360,000 active;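 active means interference check ratio from 0.5 to 1.5 plus GFP to RFP signal ratio inhibition reaching or exceeding a fixed threshold, cut at about 30% in these data, passing the limit was not always enough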; further: some compounds called inactive have numbers as strong as hits
CendR NRP1 mod = alters CendR peptide binding to human NRP-1; FAM-RPARPAR peptide binding to NRP-1, fluorescence polarization; O14786; inhibition, % at 25 µM; 0.85% of 360,000 active;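 active means inhibition or corrected inhibition above about 18%, plus a signal ratio from 0.5 to 1.5, limit read from the data, passing the limit was not always enough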; further: strong numbers were not always called active
eLon inh = E. coli protease La inhibition; purified E. coli Lon protease, fluorescence polarization; inhibition, % at 7.94 µM; 0.42% of 360,000 active; AID 602123; in the data active means inhibition above about 13%, passing the limit was not always enough;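 further: 0% = enzyme with probe and DMSO and 100% = no enzyme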
Target sequence (P0A9M0 whole entry, looked up): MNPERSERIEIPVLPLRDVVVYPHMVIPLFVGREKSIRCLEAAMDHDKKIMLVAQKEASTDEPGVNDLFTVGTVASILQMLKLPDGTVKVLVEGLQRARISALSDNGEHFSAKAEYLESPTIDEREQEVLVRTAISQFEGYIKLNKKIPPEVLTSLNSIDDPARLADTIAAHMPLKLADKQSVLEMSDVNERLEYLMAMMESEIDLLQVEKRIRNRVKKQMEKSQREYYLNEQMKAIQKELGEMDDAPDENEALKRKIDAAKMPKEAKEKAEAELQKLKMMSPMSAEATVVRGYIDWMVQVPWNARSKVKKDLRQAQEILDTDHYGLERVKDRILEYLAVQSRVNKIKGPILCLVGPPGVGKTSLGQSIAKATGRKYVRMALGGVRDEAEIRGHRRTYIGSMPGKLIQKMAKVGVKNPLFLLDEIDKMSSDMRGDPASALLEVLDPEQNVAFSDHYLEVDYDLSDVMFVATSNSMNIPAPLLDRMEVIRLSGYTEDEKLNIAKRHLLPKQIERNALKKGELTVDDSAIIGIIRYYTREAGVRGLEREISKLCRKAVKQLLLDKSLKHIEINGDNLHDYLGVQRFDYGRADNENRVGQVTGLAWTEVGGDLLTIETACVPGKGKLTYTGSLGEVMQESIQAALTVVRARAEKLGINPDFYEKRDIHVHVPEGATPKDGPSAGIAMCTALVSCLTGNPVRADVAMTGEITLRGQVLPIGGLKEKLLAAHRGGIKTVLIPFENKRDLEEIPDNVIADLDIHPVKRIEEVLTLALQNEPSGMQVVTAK
MT1-MMP act inh = blocks activation of human MT1-MMP | 0.061% of 360,000 active | P50281 | GFP/RFP ratio change, % at 20 µM | AID 651647 | HT1080 RFP-PRO-GFP cells, GFP/RFP ratio fluorescence, overnight; percent of plate control window, DMSO zero;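 active means GFP/RFP ratio change of at least 30% with cell ATP level not reduced by more than half and red fluorescence within 50% of control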; further: strong numbers were not always called active
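Material: RFP-PRO-GFP reporter HT1080 cells. Dosing: single-point 20 µM compound, 1% DMSO. Controls: DMSO and RFP-L50D-GFP cell wells. Timing: cells overnight before dosing, compound overnight, 37 °C, 5% CO2. Measure: GFP/RFP fluorescence ratio.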
bovine MsrA act = bovine methionine sulfoxide reductase A activation | purified bovine MsrA, absorbance read-out | activation, % at 10.6 µM | 0.3% of 360,000 active | AID 602163; in the data active means activation above about 7.5%;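 further: 0% = vehicle and 100% = reference activator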
Neddylation inh = cullin neddylation inhibition; calls only at 25 µM; P61081+Q13564; 0.58% of 360,000 active; TR-FRET cullin neddylation, biochemical; in the data active means inhibition above about 36%
* marks the source's active call; other numbers are inactive results; i = inactive; nt = not tested or not shown; + = active, no number.

SMILES	Rin1 Abl inh	MsrA inh	FAS TE block	SKN-1 block	CendR NRP1 mod	eLon inh	MT1-MMP act inh	bovine MsrA act	Neddylation inh
CC(C)CC(C(=O)NCC1CCCO1)N(C(=O)Cn1nnc(-c2ccc(F)cc2)n1)c1cccc(C(F)(F)F)c1 (centres undefined)	-4	0.1	23	5	8	5	-3	-2	i
CC(OC(=O)c1ccc2c(c1)OCCO2)C(=O)NC1CCCCC1C (centres undefined)	2	-1.1	1	-19	-3	7	-4	-5	i
CC(=O)N(C)c1nnc(-c2ccccn2)s1	1	1.8	-2	7	3	-11	1	-1	i
Cc1nn(Cc2ccccc2Cl)c(C)c1N	-2	1.0	-7	6	-4	6	2	-6	i
COc1ccc(Sc2nc(-c3ccccc3)ncc2C(=O)O)cc1	3	-0.7	0	4	2	5	-1	-4	i
c1ccc(-n2nnnc2Sc2ncnc3sc4c(c23)CCCC4)cc1	3	-1.1	26	3	-3	-8	-1	0	i
CN(C)S(=O)(=O)c1cccc(NC(=S)NCCCn2ccnc2)c1	1	-0.1	-3	11	-9	-2	1	0	i
Cc1cc(N2CCN(C)CC2)nc2ccc(NC(=S)NCCC(C)C)cc12	-2	0.6	-10	-3	2	-4	-3	4	i
C[C@H](CO)N1C[C@H](C)[C@H](CN(C)Cc2ccc(-c3ccccc3)cc2)Oc2ccc(NS(=O)(=O)c3ccccc3)cc2CC1=O	3	nt	27	1	11	-2	2	-2	i
COc1ccc(S(=O)(=O)N(C(C)=O)c2ccc3oc(=O)sc3c2)cc1	1	-0.6	7	2	-13	6	12	6	i
O=C(O)C[C@H]1c2ccc(C(F)(F)F)cc2S(=O)(=O)N1Cc1ccccc1	3	1.0	-6	11	-4	-3	-2	-7	i
COc1ccc(CN(Cc2cc3cccc(C)c3[nH]c2=O)C(=O)N(C)C)cc1	0	-1.1	-3	-1	3	8	0	-3	i
Cc1ccc(S(=O)(=O)N2CCN(CCNC(=O)C(=O)Nc3ccc(F)cc3)CC2)cc1	0	-0.3	-2	-2	18	5	4	0	i
CNc1[nH]ncc1[N+](=O)[O-]	-1	2.0	-4	7	0	0	-3	-3	i
CC(OC(=O)Cn1[nH]c(=O)c2ccccc2c1=O)C(=O)Nc1cccc(Cl)c1 (centres undefined)	-1	-1.0	0	-22	21	0	2	-8	i
COc1cc(C(=O)OCCCN=C2NS(=O)(=O)c3ccccc32)cc(OC)c1OC	-2	2.1	-5	2	1	2	-1	1	i
c1ccc(Nc2c(-c3ccco3)nc3ccccn23)cc1	-2	0.4	-2	-1	-10	4	6	-3	nt
Cc1ccc(S(=O)(=O)Oc2ccc(/C=C3/C(=N)N4C(=NC3=O)SN=C4S(C)(=O)=O)cc2)cc1	5	-0.6	13	-6	-62	-10	0	-6	i
CC(C)n1c(SCC(=O)Nc2ccccc2N2CCOCC2)nc2c1c(=O)n(C)c(=O)n2C	0	-0.9	0	34	6	0	-2	-3	i
C/C(=N/N=C(\C)c1ccccc1O)c1ccccc1O	-2	3.1	-6	4	-36	2	-7	0	i
Cc1nnc(N2C(=O)C(O)=C(C(=O)c3ccco3)C2c2ccc(C(C)(C)C)cc2)s1 (centres undefined)	-2	-0.2	-16	0	-64	-8	-16	-1	i
COc1ccccc1NC(=O)CSc1nnc(Cn2cnc3ccccc32)o1	2	2.1	-4	1	0	-5	-7	-5	i
CCOC(=O)C(Sc1ncc(C#N)c(N)n1)C(C)C (centres undefined)	1	-0.2	-8	-8	-5	-17	-5	-10	i
CCCC(=O)N1CCCC1(C)C(=O)N(C)Cc1cccc2ccccc12 (centres undefined)	2	1.2	-5	22	-4	3	-1	-2	i
CCOc1ccc(NC(=O)C2CC(=O)NC(N3CCc4ccccc43)=N2)cc1 (centres undefined)	-2	0.5	0	-14	0	-16	-1	-1	i
More records follow.
SMILES	Rin1 Abl inh	MsrA inh	FAS TE block	SKN-1 block	CendR NRP1 mod	eLon inh	MT1-MMP act inh	bovine MsrA act	Neddylation inh
NC(=O)C1(N2CCCCC2)CCN(C(=S)Nc2ccc(Cl)cc2)CC1	5	0.6	-2	5	4	-2	7	-1	i
FC(F)(F)c1ccccc1/C=N/N1CCN(Cc2ccccc2)CC1	-1	1.3	14	8	8	-7	-3	-3	i
COC(=O)Nc1nc(-c2cc(Cl)ccc2Cl)cs1	-5	0.6	-2	12	-9	0	0	-7	i
C/C(=N\Nc1nccnc1Cl)c1ccc(O)cc1	2	1.9	-5	11	8	-1	-3	-1	i
CN(C)c1ccc(N2CN=C3SCC(=O)N3C2)cc1	2	-0.2	-4	-25	-7	-11	3	-8	i
Cc1cc([N+](=O)[O-])nn1CCCC(=O)Nc1sc2c(c1C(N)=O)CCC(C)C2 (centres undefined)	2	2.6	-7	6	2	2	3	2	i
COC(=O)c1cn(-c2nc3ccccc3s2)nn1	nt	-0.3	-5	18	1	-5	6	-2	i
Cc1cc(-c2nc3ncccc3o2)ccc1NC(=S)NC(=O)C(C)C	0	-1.8	-10	1	4	-5	-5	-2	i
CC(=O)c1c(N(C)C)ccnc1C(F)(F)F	2	-0.9	-4	2	1	0	-2	1	i
C[C@@H]1O[C@@H](OC[C@H]2O[C@@H](Oc3c(-c4ccc(O)c(O)c4)oc4cc(O)cc(O)c4c3=O)[C@H](O)[C@@H](O)[C@@H]2O)[C@H](O)[C@H](O)[C@H]1O	15*	2.1	-1	3	-13	7	4	-4	i
C/C(=N\NC(=O)COc1ccc2ccccc2c1)c1cccs1	-2	-0.4	6	9	5	-8	2	-2	i
Cc1cc(C)c2c(n1)sc1c(N3CCN(CCO)CC3)ncnc12	5	0.8	-9	-5	-6	-2	8	-9	i
Cc1ccc(C)c(NC(=O)Cn2cc(C(=O)C3CC3)c3ccccc32)c1	1	1.6	1	13	8	-9	10	3	i
Nc1nc(-c2ccc([N+](=O)[O-])cc2)cs1	-7	0.8	5	10	-6	-9	1	-2	i
COc1ccc2c(c1)CCc1c(C(=O)NCC(C)C)noc1-2	0	1.2	12	12	-8	-1	2	2	i
Cc1ccc(NS(=O)(=O)c2cc(Br)cnc2N)cc1C	-1	-1.0	3	5	1	-10	5	-3	i
CC(C)(C)C1CCC(=NNC(=S)Nc2cccnc2)CC1 (centres undefined)	-3	-1.4	0	-5	-2	2	4	-1	i
O=C(COC(=O)c1cccnc1Cl)NC1CCCCC1	1	-1.4	-4	19	0	4	2	-2	i
COc1ccc(F)cc1S(=O)(=O)Nc1ccncc1	-4	-0.9	-4	-1	-4	-3	1	0	i
COc1ccc(Nc2nnc(-c3ccc(C(=O)NCCO)cc3)c3ccccc23)cc1	1	1.0	-2	13	2	-8	-3	-3	i
Cc1ccc(C(=O)NCCSC(C)(C)C)cc1[N+](=O)[O-]	1	-0.6	56*	2	3	-17	6	-4	i
Cc1ccc(Cl)cc1NC(=O)C1CCCN1S(=O)(=O)c1ccc(-c2ccc(=O)[nH]n2)s1 (centres undefined)	-4	-0.9	5	10	11	5	-2	-2	i
CCCNC(=O)c1sc2c(c1C(=O)Nc1ccccn1)CCCC2	-3	2.6	24	-1	4	-8	-5	-3	+
CCc1cc2ccc(C)cc2nc1SCC(=O)Nc1cc(OC)c(OC)cc1C(=O)O	-14	1.4	-2	-3	7	6	-2	-9	i
C/C(=N/N=C1/NC(=O)CC(C(=O)O)S1)c1ccccc1 (centres undefined)	2	1.0	-10	4	0	-6	nt	3	i
(continued)
SMILES	Rin1 Abl inh	MsrA inh	FAS TE block	SKN-1 block	CendR NRP1 mod	eLon inh	MT1-MMP act inh	bovine MsrA act	Neddylation inh
O=C(NC(=S)N1CCN(c2ccc([N+](=O)[O-])cc2)CC1)c1ccccc1Cl	0	1.8	16	-12	-14	-12	5	-10	i
O=C(CCCCCN1C(=O)c2cccc([N+](=O)[O-])c2C1=O)Nc1ccccc1F	-3	1.0	10	-9	-2	-4	-4	-2	i
O=C(NCCN1CCOCC1)C(=O)NCC1OCCN1S(=O)(=O)c1cc(F)ccc1F (centres undefined)	2	1.0	-6	22	-10	-7	-2	-2	i
CCC(C)(C)NC(=O)Cn1c(-c2ccc(C)cc2)noc1=O	-1	-0.2	-4	1	-1	2	-2	-4	i
CCOC(=O)Cn1nc(-c2ccc(Cl)cc2)cc1N	1	-1.7	5	14	-15	-5	1	1	i
Cn1nnnc1SCc1ccc(F)cc1	-2	0.1	-10	-20	-6	-10	2	-13	i
CCOc1ccccc1NC(=O)CCNC(=O)c1ccc(Cl)cc1	6	1.6	-1	11	-1	1	5	-5	i
COc1ccc(C(=O)N2CCC3(CC2)NCCc2[nH]cnc23)cc1	0	-1.2	-6	7	2	-3	0	-7	i
O=C(CC(c1ccccc1)c1ccccc1)Nc1ccc2c(c1)OCCO2	-3	2.0	14	9	-11	-8	-8	-1	i
COc1ccc(OCC(=O)Nc2nc3cc4c(cc3s2)OCCO4)cc1	2	0.8	0	2	9	-8	-2	-3	i
O=C(c1cc(COc2ccc(F)cc2F)on1)N1CCOCC1	1	0.9	-3	8	4	-3	3	-1	i

19 consecutive records from above, quoted:
SMILES	Rin1 Abl inh	MsrA inh	FAS TE block	SKN-1 block	CendR NRP1 mod	eLon inh	MT1-MMP act inh	bovine MsrA act	Neddylation inh
O=C(COC(=O)c1cccnc1Cl)NC1CCCCC1	1	-1.4	-4	19	0	4	2	-2	i
COc1ccc(F)cc1S(=O)(=O)Nc1ccncc1	-4	-0.9	-4	-1	-4	-3	1	0	i
COc1ccc(Nc2nnc(-c3ccc(C(=O)NCCO)cc3)c3ccccc23)cc1	1	1.0	-2	13	2	-8	-3	-3	i
Cc1ccc(C(=O)NCCSC(C)(C)C)cc1[N+](=O)[O-]	1	-0.6	56*	2	3	-17	6	-4	i
Cc1ccc(Cl)cc1NC(=O)C1CCCN1S(=O)(=O)c1ccc(-c2ccc(=O)[nH]n2)s1 (centres undefined)	-4	-0.9	5	10	11	5	-2	-2	i
CCCNC(=O)c1sc2c(c1C(=O)Nc1ccccn1)CCCC2	-3	2.6	24	-1	4	-8	-5	-3	+
CCc1cc2ccc(C)cc2nc1SCC(=O)Nc1cc(OC)c(OC)cc1C(=O)O	-14	1.4	-2	-3	7	6	-2	-9	i
C/C(=N/N=C1/NC(=O)CC(C(=O)O)S1)c1ccccc1 (centres undefined)	2	1.0	-10	4	0	-6	nt	3	i
O=C(NC(=S)N1CCN(c2ccc([N+](=O)[O-])cc2)CC1)c1ccccc1Cl	0	1.8	16	-12	-14	-12	5	-10	i
O=C(CCCCCN1C(=O)c2cccc([N+](=O)[O-])c2C1=O)Nc1ccccc1F	-3	1.0	10	-9	-2	-4	-4	-2	i
O=C(NCCN1CCOCC1)C(=O)NCC1OCCN1S(=O)(=O)c1cc(F)ccc1F (centres undefined)	2	1.0	-6	22	-10	-7	-2	-2	i
CCC(C)(C)NC(=O)Cn1c(-c2ccc(C)cc2)noc1=O	-1	-0.2	-4	1	-1	2	-2	-4	i
CCOC(=O)Cn1nc(-c2ccc(Cl)cc2)cc1N	1	-1.7	5	14	-15	-5	1	1	i
Cn1nnnc1SCc1ccc(F)cc1	-2	0.1	-10	-20	-6	-10	2	-13	i
CCOc1ccccc1NC(=O)CCNC(=O)c1ccc(Cl)cc1	6	1.6	-1	11	-1	1	5	-5	i
COc1ccc(C(=O)N2CCC3(CC2)NCCc2[nH]cnc23)cc1	0	-1.2	-6	7	2	-3	0	-7	i
O=C(CC(c1ccccc1)c1ccccc1)Nc1ccc2c(c1)OCCO2	-3	2.0	14	9	-11	-8	-8	-1	i
COc1ccc(OCC(=O)Nc2nc3cc4c(cc3s2)OCCO4)cc1	2	0.8	0	2	9	-8	-2	-3	i
O=C(c1cc(COc2ccc(F)cc2F)on1)N1CCOCC1	1	0.9	-3	8	4	-3	3	-1	i

Rows were taken by chance (roughly 4.2% active in at least one column).
